TexasRed fluor: Total Fluorescence Counterscreen for Inhibitors of the Interaction of Thyroid Hormone Receptor and Steroid Receptor Coregulator 2 | TRb/SRC2 Texas Red total fluorescence interference | Potency, µM (doses to about 106 µM), for inactives: at the highest dose fluorescence change, negative = quenching | hit rate 0.29% among 280,000 | AID 1479, 2009; active = well fitted curve in either direction with a large enough effect; inconclusive = small, poorly fitted or top-dose-only effect; note: potency is the fitted concentration of half-maximal effect; % is set by controls: 0 for no effect and ±100 for the full control effect
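Human TRb ligand-binding domain at 0.6 uM with 20 nM Texas Red SRC2 peptide in Tris buffer containing 1 uM T3 and 5% DMSO, incubated with compound 5 h at ambient temperature. Total fluorescence (555/632 nm) calculated as parallel + 2 × perpendicular.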
Epigenetic derep: Quantitative High-Throughput Screen for Regulators of Epigenetic Control. AID 1865, 2009. hit rate 0.2% among 280,000. murine LDR cells, GFP reporter derepression, 30 h. Potency, µM (doses to about 53.9 µM), inactives show top-dose GFP activation, actives largely listed as activators; note: potency is the fitted concentration of half-maximal effect; % of control where 0% means no effect; nearly all actives have a fitted effect of over 60% in size
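Murine LDR cells bearing a silenced CMV-driven GFP reporter were exposed to compound for 30 h at 37 C. After PBS washes, GFP-positive cells (20-120 um objects) counted by laser-scanning microplate cytometry.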
GLA spleen mod: qHTS Assay for Inhibitors and Activators of Human alpha-Galactosidase From Spleen Homogenate | Alpha-galactosidase A (Homo sapiens), P06280 | human spleen homogenate, 4MU-alpha-Gal fluorescence, 40 min | Potency, µM (doses to about 80 µM), inactives show top-dose activity change, negative = inhibition, most hits filed as inhibitors | hit rate 0.008% among 240,000;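 note: potency is the fitted concentration of half-maximal effect; 0% = enzyme with vehicle and -100% = no enzyme basal signal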
Target sequence (P06280 32-429 limits assumed): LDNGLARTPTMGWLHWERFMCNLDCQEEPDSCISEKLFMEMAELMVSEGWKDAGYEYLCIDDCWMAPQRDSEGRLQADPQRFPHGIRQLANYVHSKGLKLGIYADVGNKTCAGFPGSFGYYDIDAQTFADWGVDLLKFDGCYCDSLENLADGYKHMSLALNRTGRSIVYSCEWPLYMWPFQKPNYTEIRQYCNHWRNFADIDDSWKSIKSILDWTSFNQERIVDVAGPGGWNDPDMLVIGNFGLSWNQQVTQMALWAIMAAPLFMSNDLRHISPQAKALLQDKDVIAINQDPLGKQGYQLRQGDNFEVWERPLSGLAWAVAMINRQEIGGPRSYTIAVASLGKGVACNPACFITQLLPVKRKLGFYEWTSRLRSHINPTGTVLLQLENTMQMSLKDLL
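Spleen homogenate 1 ug + cpd (titration) + 4-MU-alpha-D-galactopyranoside 1 mM; 37C 40 min; 50 mM citrate/phosphate pH 5.0, 0.01% Tween-20; stop pH 10; fluorescence 365/440; AC50 via Hill.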
Tau fluor counter: Counterscreen qHTS for Inhibitors of Tau Fibril Formation, Fluorescence Polarization; tau K18 P301L (four-repeat tau fragment) Alexa594 fluorescence, heparin fibrillization; Potency, µM (top dose mostly 57.7 µM), without a hit: at the top dose activity change, negative = decrease; hit rate 0.93% among 280,000; AID 1463, 2008; note: potency is the fitted concentration of half-maximal effect; % is set by controls: 0 for no effect and ±100 for the full control effect; nearly all actives have a fitted effect of over 55% in size
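Human K18 P301L tau (15 uM unlabeled plus 0.24 uM Alexa 594-labeled, final) in 100 mM sodium acetate pH 7 was mixed with compound and 20 uM heparin and incubated 6 hr at 37 C.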
Tau FP inhib: qHTS for Inhibitors of Tau Fibril Formation, Fluorescence Polarization | Potency, µM (highest dose often 57.7 µM), inactives show at the highest dose activity, negative = inhibition, usual class: inhibitors | hit rate 0.39% among 280,000 | K18 P301L tau heparin fibrillization, Alexa594 FP, 6 h | AID 1468, 2008 | Microtubule-associated protein tau (Homo sapiens), P10636; note: potency is the fitted concentration of half-maximal effect; % is set by controls: 0 for no effect and ±100 for the full control effect; nearly all actives have a fitted effect of over 55% in size
Target sequence (P10636 561-689 P618L limits assumed): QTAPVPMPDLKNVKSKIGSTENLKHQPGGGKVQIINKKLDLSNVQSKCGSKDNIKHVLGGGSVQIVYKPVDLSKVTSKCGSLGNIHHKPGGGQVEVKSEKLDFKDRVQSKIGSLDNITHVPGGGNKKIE
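Steps: dispense K18 P301L tau (15 uM plus 0.24 uM Alexa 594 tracer, final) in pH 7 sodium acetate; add compound; add heparin (20 uM final); incubate 6 hr, 37 C; add ThT (30 uM final); after 1 hr ambient, read FP.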
TRb SRC2 PPI: qHTS for Inhibitors of the Interaction of Thyroid Hormone Receptor and Steroid Receptor Coregulator 2; AID 1469, 2008; TRbeta-SRC2 peptide binding, fluorescence polarization; receptor liganded with 1 µM T3; hit rate 0.065% among 280,000; Potency, µM (doses to about 106 µM), for inactives: top-dose activity change, negative = inhibition, most hits filed as inhibitors;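 note: potency is the fitted concentration of half-maximal effect; plate controls were bound peptide for no effect and peptide without receptor for full effect; nearly all actives have a fitted effect of over 50% in size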
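Decrease in fluorescence polarization of 20 nM Texas Red SRC2 coactivator peptide flagged inhibition of its binding to 0.6 uM TRb LBD; 1 uM T3 included, incubation 5 hr, ex 555/em 632 nm.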
CBFb RUNX1 block: qHTS Assay for Compounds Blocking the Interaction Between CBF-beta and RUNX1 for the Treatment of Acute Myeloid Leukemia; AlphaScreen CBFb-His/RUNX1-biotin binding, biochemical; Runt-related transcription factor 1 (Homo sapiens) + Core-binding factor subunit beta …; Potency, µM (doses to about 59.8 µM), for inactives: top-dose activity, negative = inhibition, usual class: inhibitors; 230,000 tested, under 10 active; note: % of control where 0% means no effect
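AlphaScreen binding: CBFb-His and RUNX1-biotin (30 nM each) preincubated 20 min, compound added for 15 min, then nickel and streptavidin beads for 90 min, all at room temperature. Disruption of the interaction by any mechanism counts as activity.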
NPSR antag: qHTS Assay for Antagonists of the Neuropeptide S Receptor: cAMP Signal Transduction; hit rate 1% among 220,000; CHO-NPSR cells, cAMP TR-FRET, antagonist mode; Q6W5P4; Potency, µM (titrated, usually from 38.3 µM), without a hit: at the highest dose activity change, negative = inhibition, hits mostly inhibitors; note: potency is the fitted concentration of half-maximal effect; % is set by controls: 0 for no effect and ±100 for the full control effect; nearly all actives have a fitted effect of over 50% in size; many of its hits are not listed in these tables
Target sequence (Q6W5P4 whole entry, looked up): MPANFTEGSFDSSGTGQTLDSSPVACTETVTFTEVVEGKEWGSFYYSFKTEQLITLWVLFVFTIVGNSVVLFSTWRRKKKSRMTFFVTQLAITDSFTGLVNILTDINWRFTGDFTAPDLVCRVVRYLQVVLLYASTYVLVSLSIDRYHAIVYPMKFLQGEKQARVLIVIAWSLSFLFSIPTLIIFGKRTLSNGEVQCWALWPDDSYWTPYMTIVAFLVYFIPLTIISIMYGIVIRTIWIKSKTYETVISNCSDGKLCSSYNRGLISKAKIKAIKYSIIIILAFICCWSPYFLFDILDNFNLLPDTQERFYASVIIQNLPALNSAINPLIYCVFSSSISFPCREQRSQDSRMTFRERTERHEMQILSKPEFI
Active calls of the source: *; u = inconclusive; x = no result given; [ ] = dose if it differs, or a comment. Unless noted, calls come from the whole dose curve; as a rule, active = well fitted curve in the direction sought with a large enough effect; inconclusive = small, poorly fitted or top-dose-only effect, or another doubt; inactive = no such curve, though single readings can be large; an effect the other way counts as inactive or inconclusive. This is a subset. The share of hits here may be higher or lower than overall.

Screens in order – Epigenetic derep	Tau FP inhib	CBFb RUNX1 block	Tau fluor counter	TRb SRC2 PPI	NPSR antag	TexasRed fluor	GLA spleen mod
CC(C)CCNC(=O)c1ccc2c(c1)N(Cc1ccccc1F)C(=O)c1ccccc1S2(=O)=O
  0.0%	u	x	-28%	-3%	x	0%	x
N#Cc1c(-c2ccco2)nc(NCC2CCCO2)[nH]c1=O (stereo not given)
  -4.1%	2%	-2%	2%	4%	28%[46.1 µM]	-1%	10%
CCNc1nc(NC(C)C)nc(N(C#N)CCOc2ccccc2)n1
  -0.8%	-3%	5%	-15%	-5%	u	-7%	1%
Cc1ccccc1OCC(=O)Nc1ccc2c(c1)OCCO2
  2.2%	-3%	5%	-18%	8%	8%	-3%	3%
COc1ccccc1-c1nc(NC(C)=O)n[nH]1
  -0.3%	6%	3%	-3%	-14%	8%[46.1 µM]	-2%	-9%
COc1cc(/C=N/O)c(Br)cc1OCC(=O)Nc1ccccc1C
  0.0%	-6%	2%	2%	1%	6%	-2%	7%
Cn1ccc(C(=O)Nc2ccc(Br)cc2Br)n1
  0.0%	2%	-9%	8%	5%	11%	-1%	-7%
N#Cc1cc2c(=O)n3ccccc3nc2n(-c2nnc(SCc3ccccc3F)s2)c1=O
  -3.2%	-4%	x	u	2%	x	0%	x
Cn1c(=O)c2c(nc(N3CCOCC3)n2C)n(C)c1=O
  0.4%	-1%	11%	3%	-6%	-1%[46.1 µM]	-4%	-2%
C[C@@]12CCC=C[C@H]1[C@H](c1ccc(/C=C/c3ccccc3)cc1F)N(Cc1ccccc1)C2=O
  3.1%	-7%	17%	-5%	3%	-50%	-3%	4%
CCOC(=O)c1ccc(S(=O)(=O)NNC(=O)COc2cccc(C)c2)cc1
  -3.0%	-1%	12%	1%	-2%	5%	-1%	-4%
CCc1cc2c3c(c1)C(C)CC(C)(C)N3C(=O)/C2=C1\SC(=O)NC1=O (stereo not given)
  -1.0%	3%	-22%	u	9%	56%	1%	-5%
CC1=NN(C(N)=S)C(C)(C)C1
  1.6%	-1%	4%	-2%	1%	50%	-1%	2%
COCCN1C(=O)c2oc3cc(C)cc(C)c3c(=O)c2C1c1cccc(O)c1 (stereo not given)
  -2.5%	2%	x	-3%	1%	x	0%	x
Cc1nn(CC(=O)O)c(C)c1N
  0.0%	-1%	8%	-8%	12%	24%	1%	2%
Cc1ccc(OC(=O)CCC(=O)Nc2ccc(Br)cc2)cc1
  -0.9%	5%	6%	6%	9%	5%	1%	-5%
O=C(COC(=O)CCC(=O)c1ccc(Cl)cc1)NC1CC1
  0.0%	5%	3%	5%	-5%	-16%	3%	4%
Cc1cc(C)cc(OCC(=O)NCc2cc(C)nc3ccccc23)c1
  0.0%	-6%	2%	-1%	-4%	4%	-3%	5%
C/C(=N\NC(=O)CNc1cccc(Cl)c1C)C1CC1
  -2.7%	4%	3%	0%	6%	7%	-1%	5%
O=C(NCCC1=CCCCC1)c1ccc2c(c1)N(Cc1cccc(Cl)c1)C(=O)c1ccccc1S2=O (stereo not given)
  -1.1%	-5%	x	-8%	5%	x	2%	x
COc1ccc(-c2c(=O)n(OCc3ccccn3)c3ccccc3[n+]2[O-])cc1OC
  -2.3%	-8%	0%	-8%	0%	0%[46.1 µM]	-3%	-4%
COc1ccc(CCNC(=O)Cn2c(=O)n(Cc3ccco3)c(=O)c3ccc(Cl)cc32)cc1OC
  -1.8%	-14%	0%	-20%	1%	u	-3%	-6%
O=C(CN1CCC(C(=O)c2cccc(Cl)c2)CC1)Nc1cccc(C(=O)O)c1
  5.2%	7%	2%	6%	-2%	7%	-1%	1%
COc1ccc(N2CCN(c3nc(=S)n(-c4ccccc4)c(C)c3C(C)=O)CC2)cc1
  -1.1%	u	u	-24%	-10%	-15%[46.1 µM]	-5%	6%
Nn1c(CSc2ccccn2)nc2ccccc2c1=O
  -1.0%	12%	-1%	-1%	-6%	-12%[46.1 µM]	1%	-5%
C=C(CO)C1Cc2c(ccc3c(=O)c4c(oc23)COc2cc(OC)c(OC)cc2-4)O1 (stereo not given)
  -2.8%	2%	-25%[21.7 µM]	-27%	-3%	x	-3%	12%
O=C(c1cn(-c2ccccc2)nc1-c1cccs1)N1CCN(c2ccccn2)CC1
  0.0%	3%	2%	-20%	1%	-17%[46.1 µM]	-2%	-2%
Cc1sc2ncnc(OCC(=O)N3CC(=O)Nc4ccccc43)c2c1C
  0.0%	5%	5%	-7%	-7%	21%	-4%	-1%
CN(C)CCn1c(=O)n(-c2ccc(F)cc2)c(=O)c2c3c(sc21)CCCCC3
  -0.4%	1%	2%	-14%	5%	53%	-1%	10%
CC1(C)S[C@@H]2[C@H](NC(=O)C3(N)CCCCC3)C(=O)N2[C@H]1C(=O)O
  -2.5%[16.9 µM]	x	-10%[21.7 µM]	x	-1%	x	1%	-2%[29.1 µM]

3 entries already listed, arranged by formula weight, lowest first:
Screens in order – Epigenetic derep	Tau FP inhib	CBFb RUNX1 block	Tau fluor counter	TRb SRC2 PPI	NPSR antag	TexasRed fluor	GLA spleen mod
Cn1ccc(C(=O)Nc2ccc(Br)cc2Br)n1
  0.0%	2%	-9%	8%	5%	11%	-1%	-7%
Cc1ccc(OC(=O)CCC(=O)Nc2ccc(Br)cc2)cc1
  -0.9%	5%	6%	6%	9%	5%	1%	-5%
COc1ccc(-c2c(=O)n(OCc3ccccn3)c3ccccc3[n+]2[O-])cc1OC
  -2.3%	-8%	0%	-8%	0%	0%[46.1 µM]	-3%	-4%

Carrying on:
Screens in order – Epigenetic derep	Tau FP inhib	CBFb RUNX1 block	Tau fluor counter	TRb SRC2 PPI	NPSR antag	TexasRed fluor	GLA spleen mod
CCOc1cc(NC(=O)c2ccco2)c(OCC)cc1NC(=O)c1cc(OC)c(OC)c(OC)c1
  -1.0%	8%	4%	-9%	-1%	-13%[46.1 µM]	0%	3%
COc1ccc([N+](=O)[O-])cc1NC(=O)Nc1cccc(Cl)c1
  7.4%	u	11%	-28%	4%	-34%	-4%	7%
O=[N+]([O-])c1ccc2nc(-c3ccccc3)n(OCc3ccc(Cl)cc3)c2c1
  2.2%	-3%	-24%	-23%	-11%	-18%[46.1 µM]	-2%	-12%
COc1cccc(/C=N/NC(=O)c2[nH]c(C)c(C(=O)N/N=C/c3cccc(OC)c3O)c2C)c1O
  1.0%	13%	u	u	5%	6%[46.1 µM]	-3%	6%
Cc1nc2cccc(C(=O)NCc3ccccc3)c2o1
  0.9%	-6%	-1%	-17%	-7%	-3%[46.1 µM]	-1%	0%
Cc1ccsc1C(=O)N1CCCC(C(=O)c2cc(F)ccc2F)C1 (stereo not given)
  -1.2%	-1%	13%	6%	3%	31%	-6%	12%
Cc1noc(C)c1S(=O)(=O)N(Cc1ccccc1)C(C)C
  -1.3%	-3%	4%	-2%	-6%	3%	-1%	-1%
Cc1ccc(C)c(NC(=O)CN(CCc2ccccc2)S(=O)(=O)c2ccccc2)c1
  0.3%	-2%	x	-17%	-2%	x	2%	x
COc1cc(C(=O)NCC(=O)N/N=C(/C)c2ccc3c(c2)CCCC3)cc(OC)c1OC
  0.1%	0%	11%	-2%	-1%	-11%	-2%	-1%
Cc1ccc(NC(=O)CC2Nc3cccc4cccc(c34)NC2=O)cc1 (stereo not given)
  -1.0%	u	x	14µM*[quencher]	1%[11.2 µM]	x	1%[11.2 µM]	x
Cc1cc(C)c2oc(C(=O)Nc3c(C(=O)Nc4ccccc4)oc4ccccc34)cc(=O)c2c1
  -1.9%	-10%	x	1%	-3%	x	-53%	x
Cc1ccc(N2C(=O)C3C4C=CC(CNC(=S)N5CCN(c6ccccn6)CC5)(O4)C3C2=O)cc1 (stereo not given)
  -0.3%	5%	-5%	3%	-1%	u	-1%	-4%
O=C(COC(=O)C1=COCCO1)Nc1ccc2c(c1)OCO2
  0.8%	11%	-13%	-3%	1%	10%[46.1 µM]	-7%	6%
O=c1/c(=C\c2cccn2-c2ccccc2)sc2nc3ccccc3n12
  0.2%	2%	12%	5%	-17%	2%[46.1 µM]	-2%	4%
O=C(Nc1ccc(C(=O)O)cc1)/C(=C\C=C\c1ccccc1)NC(=O)c1ccc(Br)cc1
  2.3%	0%	-9%	-5%	-5%	-13%	2%	-4%
CCOc1ccc(N(Cc2nnc3n2CCCCC3)C(=O)Nc2cccc(C)c2)cc1
  -9.5%	13%	1%	2%	-5%	7%	1%	-4%
CC(SCC(=O)Nc1ccc(S(=O)(=O)N2CCCCC2)cc1)C(=O)O (stereo not given)
  11%	-4%	-1%	-11%	-9%	3%[7.67 µM]	0%	6%
COc1ccc(Cc2n[nH]c(=S)n2N)cc1OC
  -3.2%	-6%	-1%	7%	-6%	2%	0%	3%
Cc1c2c([n+]3n1CCC3)CC(C)(C)CC2=O
  0.8%	3%	3%	4%	5%	12%[46.1 µM]	-3%	13%
O=C(Nc1cc([N+](=O)[O-])ccc1Cl)C(Sc1ccccc1)c1ccccc1 (stereo not given)
  1.9%	u	-18%	u	6%	-51%	0%	5%
Cc1cc(NC(=O)CCCC(=O)N(c2ccccc2)C(C(=O)NC2CCCCC2)c2cccs2)no1 (stereo not given)
  6.0%	6%	-7%	4%	-15%	-8%[46.1 µM]	2%	22%
O=S(=O)(c1ccc(Br)cc1)c1nnn2c1nc(Nc1cccc(C(F)(F)F)c1)c1sccc12
  u	u	x	-26%	7%	x	0%	x

Single values from above:
CBFb RUNX1 block result of Cc1c2c([n+]3n1CCC3)CC(C)(C)CC2=O → 3%
TexasRed fluor result of CCOc1ccc(N(Cc2nnc3n2CCCCC3)C(=O)Nc2cccc(C)c2)cc1 → 1%
Tau fluor counter result of O=S(=O)(c1ccc(Br)cc1)c1nnn2c1nc(Nc1cccc(C(F)(F)F)c1)c1sccc12 → -26%
